Source: PubChem (several laboratories)
PABP1 MLLE inh = blocks PAM2 peptide binding to the PABP1 MLLE domain | GST-MLLE / FITC-PAM2 fluorescence polarization | inhibition, % at 20 µM | actives 0.36% (n = 360,000) | AID 588489; in the data active = inhibition above about 35%, passing the limit was not always enough;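 note: plate controls were DMSO wells with GST-MLLE for no effect and wells lacking GST-MLLE protein for full effect; some results filed as inactive read as strong as hits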
Target sequence (P11940 whole entry, looked up, the tested form may be a part): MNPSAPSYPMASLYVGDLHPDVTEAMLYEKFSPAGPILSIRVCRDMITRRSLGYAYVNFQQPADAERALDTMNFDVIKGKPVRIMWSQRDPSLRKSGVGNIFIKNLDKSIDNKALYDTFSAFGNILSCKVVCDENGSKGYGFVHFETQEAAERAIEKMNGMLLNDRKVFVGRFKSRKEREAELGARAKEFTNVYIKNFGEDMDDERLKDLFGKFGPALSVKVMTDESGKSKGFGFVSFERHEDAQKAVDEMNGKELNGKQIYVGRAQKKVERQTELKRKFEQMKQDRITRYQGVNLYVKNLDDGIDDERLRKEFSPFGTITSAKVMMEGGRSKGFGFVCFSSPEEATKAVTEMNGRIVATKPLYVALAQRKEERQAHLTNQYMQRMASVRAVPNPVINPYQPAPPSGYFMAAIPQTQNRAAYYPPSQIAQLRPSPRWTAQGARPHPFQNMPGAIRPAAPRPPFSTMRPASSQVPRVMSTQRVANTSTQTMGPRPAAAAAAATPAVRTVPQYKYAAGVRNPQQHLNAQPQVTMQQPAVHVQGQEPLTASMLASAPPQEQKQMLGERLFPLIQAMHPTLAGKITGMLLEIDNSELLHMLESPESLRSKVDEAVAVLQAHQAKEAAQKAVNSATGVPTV
Rpn11 block = inhibitors of human proteasome Rpn11; O00487; human 26S proteasome, Ub4-pepOG fluorescence polarization; 20S core pre-blocked with epoxomicin; calls only at 20 µM; actives 0.59% (n = 360,000);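 active = inhibition at 20 µM, scaled to each plate's controls, above about 33%, limit read from the data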
Scp-1 inhibitor = inhibitors of human Scp-1 phosphatase | Q9GZU7 | Recombinant Scp1, phosphopeptide, malachite green phosphate absorbance | inhibition, % at 20 µM | actives 0.88% (n = 340,000);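 active = inhibition above about 50% at 20 µM, limit read from the data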;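 note: plate controls were DMSO wells with enzyme for no effect and wells lacking enzyme for full effect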
Target sequence (Q9GZU7 76-261 limits assumed): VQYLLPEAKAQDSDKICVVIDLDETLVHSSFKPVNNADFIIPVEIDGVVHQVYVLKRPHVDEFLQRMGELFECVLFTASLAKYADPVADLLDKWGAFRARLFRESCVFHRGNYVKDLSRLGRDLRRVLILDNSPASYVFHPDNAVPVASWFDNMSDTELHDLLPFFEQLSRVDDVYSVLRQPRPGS
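Times: enzyme reaction 45 min at room temperature, colour 5 min, stabilisation 30 min. Material: SCP-1 catalytic fragment, aa 76-261. Medium: Acidic Tris acetate buffer with magnesium and detergent. Signal: colorimetric free-phosphate detection, absorbance 630 nm. Read-out basis: % inhibition of SCP-1 phosphate liberation. Reagent: Phosphorylated 17-residue peptide substrate.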
CSN deneddyl inh = inhibitors of human CSN-mediated cullin deneddylation; Purified CSN, SCF-Nedd8-OG deneddylation, fluorescence polarization; Q92905; inhibition, % at 12.5 µM; actives 0.38% (n = 360,000);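 active = pattern-corrected inhibition above about 35%, with an unprinted fluorescence ratio check between 0.5 and 1.5, limit read from the data, passing the limit was not always enough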;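 note: 0% = enzyme with substrate and 100% = substrate without enzyme; some results filed as inactive read as strong as hits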
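Material: purified human Csn5 enzyme expressed in HEK293T cells / Medium: Tris buffer pH 7.5, NaCl, DTT, Tween-20, trehalose, ovalbumin / Compound dosing: 12.5 µM single point / Schedule: 90 min incubation of compound, enzyme and substrate at room temperature / Signal: fluorescence polarization of the substrate / Control set: no-enzyme wells high, enzyme-with-substrate wells low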
DNMT1 inh = inhibitors of human DNMT1; P26358; DNMT1 molecular beacon, Hinp1I cleavage, fluorescence; inhibition (reported as % activation of signal), % at 10 µM; actives 0.83% (n = 360,000); AID 588458; in the data active = inhibition above about 50%
NadD inh = blocks S. aureus nicotinate mononucleotide adenylyltransferase | inhibition, % at 20 µM | purified NadD enzyme, colorimetric absorbance read-out | AID 602399 | actives 0.78% (n = 360,000); in the data active = inhibition above about 26%; note: some compounds past the cut are filed as inactive
Tb MetRS inh = Trypanosoma brucei MetRS inhibition. purified T. brucei MetRS, ATP depletion, Kinase-Glo luminescence. inhibition, % at 11.9 µM. actives 0.4% (n = 360,000). AID 624268;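 active = inhibition above a per-plate cutoff of the control wells' mean inhibition plus 3 SD, cut at about 5.5% in these data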;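 note: 0% = DMSO wells median and 100% = median of wells with control inhibitor compound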
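Dosing: 11.9 µM single point; system: parasite MetRS enzyme; technique: luminescence of leftover ATP; times: 15 min enzyme-compound preincubation, 2 h reaction, 10 min detection, 25 °C; replicates: each compound tested once; read-out basis: percent inhibition relative to median high and low control wells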
LMPTP inh = LMPTP (human) inhibition. inhibition, % at 20 µM. recombinant LMPTP-A, OMFP fluorogenic substrate, fluorescence intensity. actives 0.22% (n = 360,000);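 active = compounds that cut the enzyme signal by at least half of the control window in the single-dose screen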;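 note: plate controls were DMSO wells with enzyme plus substrate for no effect and substrate without enzyme for full effect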
Target sequence (P24666 whole entry, looked up): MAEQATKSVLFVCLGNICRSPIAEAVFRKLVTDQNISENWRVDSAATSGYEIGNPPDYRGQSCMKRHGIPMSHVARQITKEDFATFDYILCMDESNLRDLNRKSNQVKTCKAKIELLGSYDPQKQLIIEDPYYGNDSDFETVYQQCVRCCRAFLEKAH
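Material: LMPTP-A; amount: 0.625 nM enzyme; doses: single 20 µM dose; times: reaction 50 min, room temperature, dark; technique: fluorescence intensity of OMFP turnover product; benchmarks: no-enzyme and uninhibited controls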
STEP inh = inhibitors of human striatal-enriched phosphatase STEP; inhibition, % at 20 µM; AID 588621; P54829; actives 0.25% (n = 360,000); recombinant STEP, OMFP fluorogenic substrate, fluorescence;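 active = inhibition at 20 µM, scaled per plate between control wells, above about 37%, limit read from the data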;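 note: 0% = DMSO with enzyme and substrate and 100% = substrate only without enzyme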
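Also added – OMFP at 25 µM · Test system – STEP tyrosine phosphatase · Technique – FITC-channel fluorescence of OMFP product · Schedule – 20 min at room temperature, dark · Evaluation – control-normalized % inhibition with plate pattern correction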
SUMO1-SIM PPI = SUMO1-SIM interaction modulation; P63165; SUMO1 binding to a labelled peptide, TR-FRET, 1 h; inhibition, % at 20 µM; actives 0.33% (n = 360,000); AID 602429; in the data active = inhibition above about 37%
Target sequence (P63165 whole entry, looked up): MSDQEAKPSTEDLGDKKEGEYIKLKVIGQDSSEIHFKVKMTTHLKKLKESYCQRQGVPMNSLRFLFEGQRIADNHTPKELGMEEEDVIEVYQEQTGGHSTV
Active calls of the source: *; i = inactive; · = no result given.

| mol | DNMT1 inh | CSN deneddyl inh | STEP inh | SUMO1-SIM PPI | Tb MetRS inh | PABP1 MLLE inh | LMPTP inh | NadD inh | Rpn11 block | Scp-1 inhibitor |
| --- | --- | --- | --- | --- | --- | --- | --- | --- | --- | --- |
| CCN(/N=C/c1ccccc1)c1cc(=O)n(C)c(=O)[nH]1 | -5.0 | -17.6 | -3.7 | -1.0 | -0.6 | 1.3 | 0.8 | 1.0 | i | -2.3 |
| Cc1ccc(Cn2c(=O)c3ccccc3n3c(CCC(=O)O)nnc23)cc1 | -0.2 | -0.6 | 0.0 | 2.9 | -0.5 | 8.4 | -1.5 | -0.5 | i | 7.2 |
| CCc1cc(C(=O)N(CCCOC)c2c(N)n(Cc3ccccc3)c(=O)[nH]c2=O)sc1C | -3.5 | 1.6 | -1.6 | 1.9 | -0.2 | -22.0 | -0.7 | 3.2 | i | -2.8 |
| COc1ccc(NC(=O)CCN2C(=O)/C(=C/c3ccc4c(c3)OCO4)SC2=S)cc1 | 9.7 | 10.9 | -0.3 | -4.0 | -0.3 | -10.9 | -1.0 | 11.6 | i | -0.7 |
| O=C(O)CCCc1nc2ccccc2s1 | 2.4 | -1.2 | -14.4 | 1.1 | -0.5 | 0.4 | -0.8 | -2.3 | i | 3.0 |
| CCCNC(=O)C(Cc1cccc(C#N)c1)NC(=O)c1ccc(C#N)cc1 (stereo not drawn) | 5.9 | -1.4 | -3.9 | 1.5 | -0.3 | -2.5 | -1.7 | -1.4 | i | -8.1 |
| CC1=C(C(=O)OCC2CCCO2)C(c2coc3ccc(C)cc3c2=O)C2=C(CCCC2=O)N1 (stereo not drawn) | -0.6 | 2.3 | 1.1 | -7.0 | 0.4 | -8.2 | 0.1 | 0.0 | i | -2.3 |
| COc1ccc(CNC(=O)CN(C(=O)c2ccc(CN3CCOCC3)o2)C2CCCC2)cc1 | 1.6 | -1.4 | -1.3 | -1.7 | -0.7 | -8.1 | 0.2 | -1.8 | i | -5.5 |
| CC(C)(C)c1ccc(S(=O)(=O)N2CCN(c3ccccn3)CC2)cc1 | -0.1 | 0.8 | -0.4 | 1.4 | -0.1 | 6.3 | -0.3 | -2.9 | i | -4.7 |
| CCOc1ccc(-c2ncncc2-c2ccc(OC)c(OC)c2)c(O)c1 | -1.4 | -0.4 | -0.4 | 5.9 | -1.0 | 8.0 | 0.8 | -9.7 | i | -12.8 |
| CC1(C(=O)NS(=O)(=O)c2ccccc2)CCN1C(=O)Cc1cc(F)ccc1F (stereo not drawn) | -1.8 | -6.2 | 3.1 | 5.1 | -0.1 | -7.7 | -4.2 | -3.6 | i | · |
| CC1CCc2c(sc(NC(=O)/C=C/c3cccs3)c2C(=O)O)C1 (stereo not drawn) | -2.1 | 0.1 | 2.4 | -25.7 | -0.6 | 30.7 | 1.3 | -4.9 | i | 1.3 |
| CC(=O)N1CCc2cc(S(=O)(=O)NC(C(=O)Nc3nc(C)cs3)C(C)C)ccc21 (stereo not drawn) | -7.1 | 0.2 | -2.4 | -0.8 | -0.5 | 13.2 | 1.4 | 3.2 | i | -2.9 |
| O=[N+]([O-])c1cc(CN(CCO)CCO)ccc1O | 7.8 | 1.5 | 1.0 | -8.6 | -0.7 | -13.8 | -7.4 | -6.0 | i | -1.7 |
| O=C(CN1C(=O)c2ccc([N+](=O)[O-])cc2C1=O)NC1CCS(=O)(=O)C1 (stereo not drawn) | -0.2 | -1.0 | -1.2 | -39.2 | 0.1 | 4.0 | -2.2 | -3.7 | i | -0.4 |

Brought forward from above: three compounds, then new ones.
| mol | DNMT1 inh | CSN deneddyl inh | STEP inh | SUMO1-SIM PPI | Tb MetRS inh | PABP1 MLLE inh | LMPTP inh | NadD inh | Rpn11 block | Scp-1 inhibitor |
| --- | --- | --- | --- | --- | --- | --- | --- | --- | --- | --- |
| CC(=O)N1CCc2cc(S(=O)(=O)NC(C(=O)Nc3nc(C)cs3)C(C)C)ccc21 (stereo not drawn) | -7.1 | 0.2 | -2.4 | -0.8 | -0.5 | 13.2 | 1.4 | 3.2 | i | -2.9 |
| O=[N+]([O-])c1cc(CN(CCO)CCO)ccc1O | 7.8 | 1.5 | 1.0 | -8.6 | -0.7 | -13.8 | -7.4 | -6.0 | i | -1.7 |
| O=C(CN1C(=O)c2ccc([N+](=O)[O-])cc2C1=O)NC1CCS(=O)(=O)C1 (stereo not drawn) | -0.2 | -1.0 | -1.2 | -39.2 | 0.1 | 4.0 | -2.2 | -3.7 | i | -0.4 |
| CCN(CC)c1ccc2cc(-c3nc4ccccc4n3C)c(=O)oc2c1 | 14.8 | 11.2 | -17.4 | -7.7 | -1.3 | 14.3 | 0.3 | -2.4 | i | -7.7 |
| O=C(O)c1cc(S(=O)(=O)Nc2ccc3cn[nH]c3c2)ccc1Br | 3.2 | 5.4 | 1.9 | 25.0 | 0.1 | -10.4 | -0.5 | -0.6 | i | 26.3 |
| O=C(Nc1cccc2ccccc12)c1ccc(Br)o1 | 2.2 | -0.9 | -2.7 | -7.0 | -0.9 | 13.2 | -0.5 | 0.3 | i | 6.3 |
| CC(C)C1CCN(C(=O)C2CCC(=O)N(CCc3ccc(Cl)cc3)C2)CC1 (stereo not drawn) | -0.8 | -1.1 | -0.7 | 5.1 | -0.3 | 2.9 | 0.3 | -0.3 | i | -6.0 |
| CC(C)COc1nc2ccccc2nc1N1CCN(C)CC1 | 1.5 | 1.4 | -1.4 | 2.7 | -0.4 | -0.7 | -1.8 | -9.7 | i | -13.1 |
| CC1(C)NC(=O)N(CC(=O)N2CCN(S(=O)(=O)c3cc(Cl)ccc3Cl)CC2)C1=O | 2.6 | -1.9 | -1.9 | 4.4 | -0.5 | 10.7 | -1.2 | -6.2 | i | 7.6 |
| COc1ccc(-c2c(C)nc3c(-c4ccc(F)cc4)cnn3c2N)cc1 | 7.2 | 0.9 | 1.0 | 3.3 | -0.6 | -8.3 | -2.0 | 3.7 | i | -1.1 |
| Cc1cc(NC(=O)COC(=O)c2ccccc2[N+](=O)[O-])no1 | 0.0 | 1.5 | -0.8 | -14.3 | -0.1 | -3.0 | -1.3 | 0.9 | i | -3.4 |
| COC(=O)NNC(=O)C1CCC(C(=O)NNC(=O)OC)CC1 (stereo not drawn) | 1.9 | 0.5 | 0.3 | 3.7 | -0.5 | -4.5 | 0.2 | 1.3 | i | 0.2 |
| COc1ccc(CC(=O)OCC(=O)c2c[nH]c3ccccc23)cc1 | -9.1 | -3.4 | -3.0 | 8.6 | 0.4 | -11.2 | 0.2 | -4.8 | i | -14.3 |
| CCCCOc1ccc(C(=O)CCN2CCOCC2)cc1 | 4.2 | -6.0 | 1.2 | -3.0 | -0.4 | 23.4 | 0.1 | -4.2 | i | -2.9 |
| Cc1[nH]c(=O)[nH]c(=O)c1/C=N/NC(=O)[C@@H](N)CC(C)C | 4.5 | -7.9 | -3.0 | -8.2 | 0.2 | 1.4 | -1.8 | -2.8 | i | 12.8 |
| CCOc1ccc(OCC)c(NC(=O)C2CCN(S(=O)(=O)c3c(C)[nH]c(=O)[nH]c3=O)CC2)c1 | -0.4 | -0.7 | 3.4 | 3.2 | -0.5 | 1.6 | -0.3 | 2.3 | i | -3.2 |
| Cc1ccccc1N1CCN(S(=O)(=O)c2ccc3ccccc3c2)CC1 | -0.6 | -1.9 | 5.8 | -0.7 | -0.2 | -22.1 | 2.5 | -0.9 | i | 7.1 |
| c1ccc(-c2noc(CSc3nnnn3C3CCCCC3)n2)cc1 | -2.2 | 0.8 | 3.2 | 2.7 | 1.0 | -7.3 | 0.9 | -3.0 | i | -11.8 |
| CCc1ccc(NC(=O)CSc2nccn(-c3ccc4c(c3)OCCO4)c2=O)cc1 | -3.5 | 0.6 | 1.1 | -12.1 | -0.2 | 30.1 | 1.4 | 1.6 | i | 1.8 |
| COc1cc2[nH]c(=O)c(C(=O)NCc3ccccc3Cl)c(O)c2cc1OC | 37.4 | 2.6 | 0.1 | 7.1 | -1.8 | 6.7 | -0.9 | -3.5 | i | -16.1 |
| CCN1CCN(c2c(Cl)cccc2NC(=O)c2cc3ccccc3o2)CC1 | -0.6 | -0.2 | -2.4 | 5.5 | -0.3 | -6.7 | 1.0 | -9.2 | i | -6.0 |
| CCN(CC)C(=O)[C@H]1C[C@H](CC(=O)NCCCN(C)C)C(=O)N2CCc3c([nH]c4ccc(Cl)cc34)[C@]12C | 10.2 | 2.6 | -2.8 | 2.9 | -0.7 | 12.8 | -6.0 | -4.9 | i | 6.5 |
| Cc1ccc(S(=O)(=O)NCCC(=O)Oc2ccc3ccc(=O)oc3c2)cc1 | -3.1 | 41.3* | -4.0 | -4.2 | 0.3 | -14.5 | 0.6 | -5.7 | i | 2.5 |
| CN(C)c1cccc(C(=O)OC(C(=O)Nc2ccc([N+](=O)[O-])cc2Br)c2ccccc2)c1 (stereo not drawn) | 4.2 | -6.4 | 0.6 | -3.2 | -0.2 | 6.9 | 1.9 | 17.6 | i | -4.2 |
| CCn1c(=N)n(CC(=O)c2cccc([N+](=O)[O-])c2)c2ccccc21 | -5.5 | -0.3 | -2.0 | -17.7 | -0.6 | 12.8 | -0.5 | -9.9 | i | -5.6 |
| Cc1cccc(NC(=O)CN(C)S(=O)(=O)c2ccccc2)n1 | 2.4 | 3.7 | -4.8 | -1.8 | -1.3 | 3.1 | -0.2 | -3.9 | i | -8.5 |
| COc1ccc(OC)c(S(=O)(=O)Nc2ccccc2C)c1 | 6.1 | -0.1 | -1.2 | -4.1 | -1.2 | -3.6 | -1.0 | -2.3 | i | -6.3 |
| O=C(C1CCC1)N1CCN(S(=O)(=O)c2cccc(F)c2)CC1 | 0.5 | 3.8 | 3.5 | -2.5 | -0.2 | 10.8 | 0.1 | -3.8 | i | 1.0 |
| CN(Cc1nc(Cc2ccccc2F)no1)Cc1cccc2ncccc12 | 2.4 | -2.1 | -1.8 | 2.8 | 0.4 | -14.3 | 0.3 | -1.0 | i | -5.0 |
| CCCCCCCNC(=O)C1(CC2CC(c3ccc(Cl)cc3)=NO2)CCN(C(=O)Cc2ccc(F)cc2)CC1 (stereo not drawn) | 1.5 | -2.4 | 9.1 | 8.0 | -0.2 | -5.1 | 6.0 | 0.9 | i | -11.4 |
| CCOCCn1c(=NC(=O)c2ccc(S(=O)(=O)N3CCOCC3)cc2)sc2cc(S(N)(=O)=O)ccc21 | -1.7 | 5.8 | -1.9 | -2.1 | 0.1 | -6.1 | 1.0 | 4.5 | i | -10.5 |
| Cc1ccc(C(=O)N/C(=C\c2ccc(C(C)C)cc2)C(=O)NCCCN2CCOCC2)cc1 | 5.1 | -0.7 | 2.5 | -6.7 | -1.2 | -1.6 | -2.7 | 6.6 | i | -1.7 |
